MCL1-BIM inh: inhibitors of MCL1 binding to BIM-BH3, primary screen, biochemical, fluorescence polarization; Induced myeloid leukemia cell differentiation protein Mcl-1 (Homo sapiens), Q07820; GST-MCL1 / FITC-Bim-BH3 fluorescence polarization; inhibition, % at 10.9 µM; 320,000 compounds, 0.68% hits; AID 2057, 2009;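 active = inhibition above the mean inhibition of all tested compounds plus 3 SD, set per campaign, cut at about 40% in these data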;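 also: 0% = DMSO wells and 100% = unlabeled Bim-BH3 peptide control; higher means more loss of mP so more displacement of Bim peptide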
GRK2 aptamer HTS: compounds blocking aptamer binding on GRK2 – biochemical, human GRK2, bead flow cytometry, HTS, primary screen | Beta-adrenergic receptor kinase 1 (Homo sapiens), P25098 | AID 488847, 2010 | inhibition of aptamer binding, % at 10 µM | FAM-aptamer displacement from GRK2 | 330,000 compounds, 0.59% hits;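 active = inhibition of aptamer binding above 40%, roughly 3 SD of noise, on plates passing a quality check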;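 also: median bead fluorescence of bound FAM aptamer so fluorescent compounds give negative values; no value below 0 was filed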
Fam108B counter: mouse Fam108B serine hydrolase inhibitors, primary screen, counter-screen for RBBP9 inhibitor project, biochemical, fluorescence polarization | recombinant Fam108B, FP-Rh probe fluorescence polarization | inhibition, % at 9.51 µM | 300,000 compounds, 0.33% hits | AID 1947, 2009;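 active = inhibition above the screen mean inhibition plus 3 SD, computed separately per campaign, cut at about 18% in these data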;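 also: inhibitors lower polarization as less probe binds the enzyme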
VLA-4 inh: inhibition in human VLA-4 binding assay, primary screen, VLA-4 allosteric modulator project, MLPCN library, flow cytometry, VLA-4 expressing cells; inhibition, % (about 7 µM as worked out from the volumes in the protocol); 330,000 compounds, 0.2% hits; AID 2557, 2010; Integrin alpha-4 (Homo sapiens), P13612; ligand binding flow cytometry; in the data active = inhibition above about 50%
Target sequence (P13612 whole entry, looked up): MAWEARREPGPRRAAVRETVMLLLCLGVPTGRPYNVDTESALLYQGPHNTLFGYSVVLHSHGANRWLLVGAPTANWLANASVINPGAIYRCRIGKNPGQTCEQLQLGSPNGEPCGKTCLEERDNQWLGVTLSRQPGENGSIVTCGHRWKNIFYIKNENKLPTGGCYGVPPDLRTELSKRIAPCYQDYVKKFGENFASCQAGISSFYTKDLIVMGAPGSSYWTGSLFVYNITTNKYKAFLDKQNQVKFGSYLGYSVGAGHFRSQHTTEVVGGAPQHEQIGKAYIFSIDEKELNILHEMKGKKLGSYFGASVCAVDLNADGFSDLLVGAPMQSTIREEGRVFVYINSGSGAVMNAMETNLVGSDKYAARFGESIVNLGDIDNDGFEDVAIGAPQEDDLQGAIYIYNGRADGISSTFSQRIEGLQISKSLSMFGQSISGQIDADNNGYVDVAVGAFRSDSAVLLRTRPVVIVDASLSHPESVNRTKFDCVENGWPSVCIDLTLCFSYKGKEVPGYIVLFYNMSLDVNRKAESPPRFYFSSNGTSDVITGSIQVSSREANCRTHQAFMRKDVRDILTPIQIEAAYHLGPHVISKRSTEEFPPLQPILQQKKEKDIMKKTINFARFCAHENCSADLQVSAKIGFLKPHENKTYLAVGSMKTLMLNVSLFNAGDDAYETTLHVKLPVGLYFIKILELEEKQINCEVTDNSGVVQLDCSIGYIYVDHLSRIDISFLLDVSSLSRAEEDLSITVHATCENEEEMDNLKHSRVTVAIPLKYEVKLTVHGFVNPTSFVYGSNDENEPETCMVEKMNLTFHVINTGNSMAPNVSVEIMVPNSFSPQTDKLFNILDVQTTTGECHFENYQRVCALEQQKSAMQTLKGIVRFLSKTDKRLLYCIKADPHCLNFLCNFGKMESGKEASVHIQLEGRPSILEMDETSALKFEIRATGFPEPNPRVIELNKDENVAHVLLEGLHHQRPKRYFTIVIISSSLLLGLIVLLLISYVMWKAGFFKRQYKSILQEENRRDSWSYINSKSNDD
Bcl-xL primary: inhibitors of human Bcl-xL, primary screen, biochemical, fluorescence polarization, HTS; 320,000 compounds, 0.7% hits; inhibition, % at 10.9 µM; Bcl-2-like protein 1 (Homo sapiens), Q07817; GST-Bcl-xL / FITC-Bim BH3 peptide fluorescence polarization;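 active = inhibition above the mean of all tested compounds plus 3 SD, cutoff set per campaign, cut at about 30% in these data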;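 also: 0% = DMSO wells and 100% = unlabeled Bim-BH3 peptide competitor; inhibitors lower millipolarization by displacing the labeled peptide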
PME-1 inh: PME-1 inhibitors via competitive probe labeling, primary screen, biochemical, fluorescence polarization, FP-Rh probe, HTS; Protein phosphatase methylesterase 1 (Homo sapiens), Q9Y570; inhibition, % at 5.9 µM; 320,000 compounds, 0.53% hits; recombinant PME-1;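 active = inhibition above the campaign mean of all compounds plus 3 SD, cut at about 26% in these data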;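 also: competitive labeling of PME-1 active site by serine hydrolase directed probe; 0% = PME-1 with DMSO and 100% = wells lacking PME-1 enzyme; inhibitors block probe labeling so polarization falls and inhibition rises; many of its hits are not listed in these tables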
Efflux pump mplx: inhibitors of Candida efflux pumps in yeast, primary screen, S. cerevisiae, Nile Red, multiplex; S. cerevisiae Candida pump triplex; inhibition, % at 10 µM; 330,000 compounds, 0.44% hits;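 active = plate passing quality check with inhibition over a set limit, or well fluorescence over plate mean plus 4 SD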;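 also: Nile Red retained in pooled yeast measured as flow cytometry median fluorescence; 0% = buffer negative control and 100% = Enniatin B positive control; higher means more Nile Red kept so more efflux inhibition; some compounds called inactive have numbers as strong as hits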
GLD-1 TGE inh: GLD-1/TGE RNA complex disruptors, primary screen, biochemical, fluorescence polarization; Female germline-specific tumor suppressor gld-1 (Caenorhabditis elegans), Q17339; purified GLD-1 + fluorescein TGE RNA; inhibition, % at 5.96 µM; 320,000 compounds, 0.44% hits;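 active = percent inhibition above a per-plate cutoff, the plate mean of test compounds plus 3 SD, cut at about 30% in these data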;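 also: 0% = DMSO wells with GLD-1 and probe and 100% = wells lacking GLD-1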
MEX-5 binding: MEX-5 zinc finger RNA-binding disruptors – biochemical, C. elegans, fluorescence polarization, MLPCN library, primary screen. 300,000 compounds, 0.38% hits. AID 1832, 2009. activity score (negative = inhibition of binding), % at 10 µM. MEX-5/FITC-TCR2 RNA binding; stronger effect = lower value. Zinc finger protein mex-5 (Caenorhabditis elegans), Q9XUB2;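 active = inhibition past about -25% in most replicates, and total fluorescence under double the plate's negative control median, limit read from the data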;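 also: 0% = DMSO and -100% = 5 µM competing unlabeled TCR2 RNA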
Numbers without * were called inactive; / = no result given.

SMILES	MCL1-BIM inh	GRK2 aptamer HTS	Fam108B counter	VLA-4 inh	Bcl-xL primary	PME-1 inh	Efflux pump mplx	GLD-1 TGE inh	MEX-5 binding
CCC1CCCCN1C(=O)c1noc(C(C)C)c1[N+](=O)[O-] (stereo not drawn)	1	3	1	-5	0	1	1.2	-3	-0.3
COC(=O)c1sc(-c2ccc(C(C)(C)C)cc2)cc1NC(=O)c1ccccc1C(=O)O	8	1	-12	0	6	-14	0.1	-1	-3.0
COc1ccc(CN(C(=O)CN2C(=O)NC3(CCC(C)CC3)C2=O)C(C)Cc2cccs2)cc1 (stereo not drawn)	-10	0	/	16	-8	6	0.2	3	/
Cc1ccc(NC(=S)/C(=C(\[O-])c2ccc(C)c([N+](=O)[O-])c2)[n+]2ccccc2)cc1C	15	6	8	3	6	8	-0.4	6	-0.8
C=CCN(C(=O)c1cccc(C(F)(F)F)c1)C1(C(=O)Nc2ccccc2)CCN(C(C)C)CC1	3	0	6	5	2	-2	0.0	-2	1.4
COC(=O)C1=C(C)C(c2ccc(OC)cc2OC)NC(=O)N1 (stereo not drawn)	5	0	-3	-11	0	5	0.2	4	0.1
Cc1cccc(NC(=O)CSc2nc3nc(C)cc(C)n3n2)c1	8	0	2	8	3	0	-0.1	5	3.5
COc1ccccc1NS(=O)(=O)c1cccc(NC(=O)Nc2ccc(Cl)cc2)c1	7	3	-104	9	3	-175	0.0	4	-3.2
Cc1cc(OC(C)C(=O)N/N=C/CC(C)c2ccccc2)ccc1Cl (stereo not drawn)	4	0	2	12	0	-5	0.2	16	-1.5
O=C(Nc1ccc2c(c1)OCCO2)C1CCCN(c2ncccn2)C1 (stereo not drawn)	3	0	0	-9	0	-7	0.0	7	-1.6
CCOC(=O)c1ccccc1NC(=O)Cc1ccc(S(=O)(=O)N2CCCC2)s1	/	1	/	-9	/	/	-0.1	7	/
O=C(N/C=C/c1ccccc1)Nc1ccc(Cl)cc1	-11	1	-40	17	-5	-60	-0.2	-1	1.8
CC(C)(C)C(C(=O)O)N1CCS(=O)(=O)CC1 (stereo not drawn)	-3	3	2	2	2	-2	-0.1	6	1.2
COCC(C)N1CCC(n2nccc2NC(=O)c2ccccc2Cl)CC1 (stereo not drawn)	2	0	2	-4	5	-1	0.0	-3	-4.2
CCN1CCN(C(=S)Nc2ccsc2C(=O)OC)CC1	5	4	-5	12	3	-5	0.3	0	-2.8
Nc1ccccc1C(=O)N1CCC(O)(c2ccc(Cl)cc2)CC1	/	0	/	5	/	/	0.0	/	3.9
O=C(Oc1c(-c2ccccc2)c(=O)n2c3c(cccc13)CC2)c1ccc(Cl)cc1	2	0	-1	-5	3	-1	0.0	0	0.3
O=C(NC(=S)NNS(=O)(=O)c1ccc(Cl)cc1)c1cccnc1	6	5	-2	17	1	4	0.1	-6	-14
CCNCc1ccc(OCc2cccs2)c(OCC)c1	1	0	0	3	0	1	0.0	-5	1.9
CCOC(=O)N1CCC(NC(=O)CSCc2nc(-c3ccc(C)cc3)oc2C)CC1	5	1	0	-4	6	-2	0.1	9	1.1
CC1C2Cn3c(nc4ccccc43)C1N(C(C)C)O2 (stereo not drawn)	-5	1	-3	34	-2	-1	0.0	9	-1.4
CCOc1ccc(NC(=O)C2CCCN(S(=O)(=O)c3c(C)nn(C)c3C)C2)cc1 (stereo not drawn)	3	1	2	-8	2	-1	0.1	4	-1.6
Cc1ccc2cc3c(nc2c1)N(Cc1ccco1)CC3	5	0	1	18	4	2	-0.1	1	-0.1
O=C(CN1CCN(Cc2ccccc2)CC1)N/N=C/C=C/c1ccco1	2	0	1	-1	1	0	-1.1	2	-0.5
COc1ccc(NC(=O)Cn2c3ccccc3c3nc4n(c(=O)c32)CCS4)cc1	4	0	-1	7	6	0	-0.2	2	0.0
Cc1cccc(NC(=O)CSc2nccn2Cc2ccco2)c1	0	0	0	2	2	-11	0.2	-2	-3.9
CCc1ccc(S(=O)(=O)NCCc2cn3ccccc3n2)s1	8	0	-1	7	2	-3	-0.1	5	0.9
CC(C)(Oc1ccc(-c2ccco2)cc1)C(=O)O	23	0	3	16	20	-5	0.0	6	-6.1
COCCNC(=O)CN1c2ccccc2CC1C (stereo not drawn)	10	5	4	6	2	1	0.0	0	0.3
CC(NC(=O)CCNS(=O)(=O)c1ccccc1)c1ccccc1 (stereo not drawn)	6	5	-4	-6	1	6	0.4	-5	-0.5
COc1ccc(/C(O)=C/Sc2nnc(Cc3ccccc3)o2)cc1	-2	0	-1	2	-8	3	0.2	7	-0.7
CCc1nnc(NC(=O)CSc2nnc(-c3cc4ccccc4cc3O)n2CCOC)s1	2	0	2	11	1	-4	0.1	0	2.3
Cc1cccc2sc(NC(=O)C3CCCN(S(=O)(=O)c4cccc5nonc45)C3)nc12 (stereo not drawn)	-19	2	-3	-21	-5	-5	0.1	-24	3.8
COc1ccc(NC2=Nc3ccccc3N3C2=Nc2c(c(C)nn2-c2ccc(C)cc2)C3c2cccnc2)cc1 (stereo not drawn)	2	7	0	-19	0	2	0.3	0	/
CCOc1ccc(S(=O)(=O)NCCC(=O)OCN2C(=O)c3ccccc3C2=O)cc1	-9	2	-1	1	-3	15	-0.1	-8	-4.8
Cc1ccc(/C=C/C(=O)Nc2cc(S(=O)(=O)N3CCOCC3)ccc2N2CCOCC2)cc1	2	3	/	17	0	10	-0.1	-4	/
O=C(NC1CCCCC1)c1ccc(N2CCCC2=O)cc1	-6	9	2	3	-2	-1	0.0	-5	3.2
COC(=O)c1cn(C(=O)c2ccc(C)cc2)c2ccccc12	6	0	-6	2	6	4	-0.1	8	0.8
CCOc1ccc(NC(=O)c2cc3ccccc3cc2OC)cc1	4	1	4	7	3	-16	0.0	-3	-1.3
CCN(CC)c1ccc(NC(=O)Nc2cccc(C(C)=O)c2)cc1	6	0	7	-10	13	10	0.1	-1	3.5

An excerpt from above, limited to GRK2 aptamer HTS.
SMILES	GRK2 aptamer HTS
CCOc1ccc(S(=O)(=O)NCCC(=O)OCN2C(=O)c3ccccc3C2=O)cc1	2
Cc1ccc(/C=C/C(=O)Nc2cc(S(=O)(=O)N3CCOCC3)ccc2N2CCOCC2)cc1	3
O=C(NC1CCCCC1)c1ccc(N2CCCC2=O)cc1	9

More compounds follow:
SMILES	MCL1-BIM inh	GRK2 aptamer HTS	Fam108B counter	VLA-4 inh	Bcl-xL primary	PME-1 inh	Efflux pump mplx	GLD-1 TGE inh	MEX-5 binding
COc1cccc(C(=O)Nc2ccc(C(=O)NCC3CCCO3)cc2)c1 (stereo not drawn)	4	0	0	7	1	-1	-0.1	-2	1.8
CC(=O)N1c2c(cc(Br)cc2S(=O)(=O)N2CCN(C(=O)c3ccco3)CC2)CC1C (stereo not drawn)	-4	0	-2	6	3	7	-0.1	3	-1.1
Cc1nc(NC(=O)C2CCCC2)sc1Cc1ccc2c(c1)OCO2	1	19	0	3	4	-2	0.1	-3	-0.4
Cc1cc2nc(C)n(CCCNC(=O)Nc3cccc4ccccc34)c2cc1C	-2	0	-5	-1	3	-3	0.3	-2	2.0
COc1cc(CNn2nnnc2N)ccc1OCC(=O)NC(C)(C)C	7	0	-5	-3	2	-9	0.1	-5	0.9
CCOc1ccc2c(c1)c(N=Nc1cccc(C(=O)O)c1)c(O)n2C	9	0	2	8	15	13	-0.7	3	1.2
O=C(Nc1cccc(NC(=O)c2ccccc2Cl)c1)c1ccco1	7	3	0	15	9	-3	0.7	1	-0.8
O=S(=O)(Nc1ccc(Cc2ccncc2)cc1)c1ccc(Cl)s1	4	2	1	28	7	12	0.5	4	-2.6
Cc1ccc(C(=O)n2cnc3ccccc32)cc1C	6	0	1	3	1	6	0.2	3	0.8
COC(=O)c1cc(NCc2c(F)cccc2Cl)ccc1N1CCOCC1	1	1	4	5	9	0	0.1	1	0.7
O=C(NC(C(=O)O)c1ccccc1)c1ccc(S(=O)(=O)N2CCOCC2)cc1 (stereo not drawn)	9	1	-1	1	4	2	0.3	4	-0.4
C=CCc1cccc2cc(C(=O)Nc3ccc(NC(C)=O)cc3)c(=O)oc12	-1	0	-5	-3	1	-1	0.0	0	0.3
Fc1ccc(Br)cc1SCCc1ccncc1	9	0	0	11	4	-4	0.1	4	-2.1
COC(CNC(=O)C(=O)Nc1ccc2c(c1)N(S(=O)(=O)c1cccs1)CCC2)OC	3	15	1	4	6	-3	-0.1	-3	-1.0
O=C(NCc1cccnc1)c1ccc(COc2ccccc2Cl)cc1	0	1	1	-16	-2	0	0.1	8	0.0
O=C(NC(=S)Nn1cnnc1)c1ccccc1Cl	11	1	1	-2	2	-3	-0.1	-1	1.0

Structures listed so far with a thiophene ring, fused or not (8):
SMILES	MCL1-BIM inh	GRK2 aptamer HTS	Fam108B counter	VLA-4 inh	Bcl-xL primary	PME-1 inh	Efflux pump mplx	GLD-1 TGE inh	MEX-5 binding
COC(=O)c1sc(-c2ccc(C(C)(C)C)cc2)cc1NC(=O)c1ccccc1C(=O)O	8	1	-12	0	6	-14	0.1	-1	-3.0
COc1ccc(CN(C(=O)CN2C(=O)NC3(CCC(C)CC3)C2=O)C(C)Cc2cccs2)cc1 (stereo not drawn)	-10	0	/	16	-8	6	0.2	3	/
CCOC(=O)c1ccccc1NC(=O)Cc1ccc(S(=O)(=O)N2CCCC2)s1	/	1	/	-9	/	/	-0.1	7	/
CCN1CCN(C(=S)Nc2ccsc2C(=O)OC)CC1	5	4	-5	12	3	-5	0.3	0	-2.8
CCNCc1ccc(OCc2cccs2)c(OCC)c1	1	0	0	3	0	1	0.0	-5	1.9
CCc1ccc(S(=O)(=O)NCCc2cn3ccccc3n2)s1	8	0	-1	7	2	-3	-0.1	5	0.9
O=S(=O)(Nc1ccc(Cc2ccncc2)cc1)c1ccc(Cl)s1	4	2	1	28	7	12	0.5	4	-2.6
COC(CNC(=O)C(=O)Nc1ccc2c(c1)N(S(=O)(=O)c1cccs1)CCC2)OC	3	15	1	4	6	-3	-0.1	-3	-1.0

Not all compounds are listed; rates above refer to the full screens.
